Screening results from PubChem BioAssay.
NR5A2 inv ag: suppresses constitutive activity of human LRH-1; O00482; HEK293T StAR-luciferase reporter, LRH-1 transfected, 24 h; inhibition, % at 3.6 µM; 360,000 compounds, 0.13% hits; AID 602396;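 active = inhibition above the mean inhibition of all tested compounds plus 3 SD, cut at about 73% in these data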;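 also: 0% = DMSO wells and 100% = reporter-only cells lacking LRH-1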
COUP-TFII inh: NR2F2 (human) inhibition, primary screen | P24468 | HEK293T NGFI-A luciferase reporter, luminescence | inhibition, % at 8.6 µM | 370,000 compounds, 0.7% hits;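 active = inhibition above a per-plate cutoff, mean inhibition of test wells between control levels plus 3 SD, cut at about 38% in these data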;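 also: cells cotransfected with COUP-TFII expression vector driving the NGFI-A reporter; 0% = median of COUP-TF2 test wells and 100% = reporter-only cells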
KKLEB cytotox: counter-screen for CF NF-kB inhibitors: cytotoxicity; KKLEB CF airway cells viability, ATPlite luminescence, overnight; active compounds read low; cells stimulated with P. aeruginosa culture filtrate; activity change (cytotoxicity), % at 5 µM; 360,000 compounds, 0.36% hits;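 active = corrected activity change at or below -50% at 5 µM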
SRC1 inh: human NCOA1 inhibition | HEK293 GAL4-SRC1 luciferase reporter, luminescence | inhibition, % at 3.6 µM | 360,000 compounds, 0.12% hits;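 active = inhibition above the campaign mean plus 3 SD, with each screening campaign given its own cutoff, cut at about 60% in these data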;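 also: 0% = DMSO treated cells and 100% = gossypol at 36 µM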
TWEAK-Fn14 inh: inhibitors of TWEAK-Fn14 interaction signaling; TWEAK-stimulated Fn14 reporter cells, luciferase luminescence, 8 h; inhibition, % at 10 µM; 360,000 compounds, 2% hits; in the data active = inhibition above about 50%
SRC2 inh: human SRC2 (NCOA2) inhibition. Q15596. HEK293 GAL4-SRC2 luciferase reporter, luminescence. 370,000 compounds, 0.17% hits. inhibition, % at 9 µM;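 active = inhibition above the mean inhibition of all tested compounds plus 3 SD, set per campaign, cut at about 52% in these data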;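 also: 0% = DMSO treated cells and 100% = cells given Gossypol at 36 µM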
TRAIL sens C8: sensitizes caspase-8 expressing cells to TRAIL. NB7+C8 cells + TRAIL, ATPlite viability luminescence. inhibition (viability loss, TRAIL sensitization), % at 10 µM. 360,000 compounds, 1% hits. AID 624354;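 active = compounds causing at least 50% loss of cell viability in the single-dose screen, relative to plate controls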
EBV LMP1 NFkB: reduces LMP1-driven NF-kappaB luciferase signal | LMP1-induced NF-kappaB luciferase reporter cells, luminescence | inhibition, % at 12.5 µM | 350,000 compounds, 0.69% hits; in the data active = inhibition above about 41%;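 also: 0% = neutral control wells and 100% = reference inhibitor control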
CF NFkB block: cystic fibrosis NF-kB activation inhibition; 360,000 compounds, 0.86% hits; inhibition, % at 5 µM; KKLEB NF-kB-GFP reporter, PAF-induced, GFP fluorescence overnight;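 active = at least 50% inhibition at 5 µM, scaled per plate between neutral and stimulator controls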;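 also: PAF is a Pseudomonas aeruginosa culture filtrate used as stimulus; plate controls were PAF-stimulated DMSO wells for no effect and unstimulated DMSO wells for full effect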
SRC3 inh: human NCOA3 inhibition; inhibition, % at 3.6 µM; HEK293 GAL4-SRC3 luciferase reporter, luminescence; 360,000 compounds, 0.17% hits;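 active = inhibition above a per-campaign cutoff, the mean of all compounds plus 3 SD, cut at about 60% in these data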;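 also: 0% = DMSO-treated cells and 100% = gossypol-treated cells at 36 µM; higher means less SRC3-driven luciferase light from the GAL4 reporter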
Target sequence (Q9Y6Q9 whole entry, looked up, the tested form may be a part): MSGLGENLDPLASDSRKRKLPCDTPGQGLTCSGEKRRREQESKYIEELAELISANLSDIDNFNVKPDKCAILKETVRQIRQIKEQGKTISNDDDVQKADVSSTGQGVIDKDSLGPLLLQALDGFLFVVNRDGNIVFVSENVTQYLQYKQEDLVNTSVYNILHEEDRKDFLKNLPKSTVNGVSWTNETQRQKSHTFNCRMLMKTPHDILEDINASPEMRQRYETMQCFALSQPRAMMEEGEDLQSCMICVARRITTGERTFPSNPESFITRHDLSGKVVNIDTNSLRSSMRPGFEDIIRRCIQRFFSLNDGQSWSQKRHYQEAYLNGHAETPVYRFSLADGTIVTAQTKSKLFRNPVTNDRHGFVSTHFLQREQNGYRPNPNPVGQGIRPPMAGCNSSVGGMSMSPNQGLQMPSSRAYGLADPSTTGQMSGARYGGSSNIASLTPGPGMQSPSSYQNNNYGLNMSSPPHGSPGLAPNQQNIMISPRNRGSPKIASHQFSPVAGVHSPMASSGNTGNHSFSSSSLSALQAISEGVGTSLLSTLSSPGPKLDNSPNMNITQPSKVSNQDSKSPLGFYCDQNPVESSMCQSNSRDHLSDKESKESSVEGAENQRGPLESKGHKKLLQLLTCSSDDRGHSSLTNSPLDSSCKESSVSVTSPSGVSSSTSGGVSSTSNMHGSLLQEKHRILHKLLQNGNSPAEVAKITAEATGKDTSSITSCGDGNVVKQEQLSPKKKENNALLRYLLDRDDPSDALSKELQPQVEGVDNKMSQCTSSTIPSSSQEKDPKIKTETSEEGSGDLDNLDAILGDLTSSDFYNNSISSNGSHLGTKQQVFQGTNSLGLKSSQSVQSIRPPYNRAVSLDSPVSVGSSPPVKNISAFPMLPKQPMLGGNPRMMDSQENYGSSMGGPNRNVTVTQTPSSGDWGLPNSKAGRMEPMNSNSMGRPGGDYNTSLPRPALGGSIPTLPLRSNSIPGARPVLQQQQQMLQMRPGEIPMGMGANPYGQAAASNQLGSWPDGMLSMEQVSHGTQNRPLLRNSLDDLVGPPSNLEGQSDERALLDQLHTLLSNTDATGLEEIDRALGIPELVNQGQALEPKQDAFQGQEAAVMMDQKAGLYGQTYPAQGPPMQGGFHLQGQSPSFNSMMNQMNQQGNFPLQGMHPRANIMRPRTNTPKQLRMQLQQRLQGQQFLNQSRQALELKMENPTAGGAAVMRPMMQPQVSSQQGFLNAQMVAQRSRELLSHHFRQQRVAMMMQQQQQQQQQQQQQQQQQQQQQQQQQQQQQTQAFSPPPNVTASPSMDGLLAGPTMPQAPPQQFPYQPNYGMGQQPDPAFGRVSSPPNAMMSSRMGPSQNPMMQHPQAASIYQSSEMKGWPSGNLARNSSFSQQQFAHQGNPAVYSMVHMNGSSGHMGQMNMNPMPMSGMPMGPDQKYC
TROY signal inh: TROY signaling inhibition | Q293 LMP1-TROYcd NF-kB luciferase reporter, 4 h | inhibition, % at 10 µM | 360,000 compounds, 0.98% hits | AID 1347056;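 active = compounds whose plate-normalised and pattern-corrected inhibition of the luciferase reporter signal at the single screening dose is 50% or more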
The depositor's hits bear a star; . = no result given.

Values in the order – NR5A2 inv ag	COUP-TFII inh	KKLEB cytotox	SRC1 inh	TWEAK-Fn14 inh	SRC2 inh	TRAIL sens C8	EBV LMP1 NFkB	CF NFkB block	SRC3 inh	TROY signal inh
1. CC(Oc1ccc(F)cc1)C(=O)Nc1ccc(N2CCOCC2)cc1N1CCOCC1 (stereo not drawn)
→ -7.8	13.1	-8.8	-1.6	-13.3	28.6	-1.0	-3.8	2.4	2.6	0.5
2. COc1ccc(-n2c(SCC(=O)N3CCOCC3)nc3ccccc3c2=O)cc1
→ 16.7	-3.8	0.9	-6.2	10.1	-7.5	-9.5	2.2	-0.5	2.3	-9.1
3. COC(=O)[C@]12CCCCC=C1N(Cc1ccccc1)C(=O)[C@H](CC(=O)N1CCCCC1)C2
→ -5.6	11.2	.	.	-1.4	29.3	-6.3	.	.	.	7.6
4. CCNS(=O)(=O)c1ccc(CCC(N)=O)cc1
→ -2.5	-7.7	-8.1	4.3	-0.6	1.3	-15.4	-2.7	21.0	12.4	-21.5
5. OC[C@H]1O[C@H](OC[C@H]2O[C@H](OC[C@H]3O[C@H](O[C@]4(CO)O[C@H](CO)[C@@H](O)[C@@H]4O)[C@H](O)[C@@H](O)[C@@H]3O)[C@H](O)[C@@H](O)[C@H]2O)[C@H](O)[C@@H](O)[C@H]1O
→ -15.5	-1.2	-18.3	-5.2	7.9	-14.2	-1.3	-10.8	19.5	2.9	-14.9
6. CCOC(=O)[C@@H]1[C@H]2COc3cc(OC)ccc3[C@@H]2N2C(=O)N(c3ccc(C)cc3)C(=O)[C@@]12C
→ 2.2	-2.3	-10.6	7.3	6.3	-2.8	4.5	-0.8	-5.9	-3.9	-26.3
7. O=c1c2ccccc2c(-c2ccc(Cl)cc2)nn1-c1ccccc1
→ 23.1	-5.8	-10.6	-5.0	-1.3	-2.6	-4.1	-7.2	8.5	-5.7	1.3
8. O=C(CN1C(=O)CSC1=O)Nc1ccccc1F
→ -4.2	18.5	-4.5	-14.2	1.2	0.4	-10.2	-12.6	-1.4	-14.4	1.8
9. COCCN(C(=O)CNC(=O)c1ccco1)C(C(=O)NC1CCCC1)c1ccc(OC)c(OC)c1 (stereo not drawn)
→ -6.2	-2.9	7.3	5.2	-1.8	-5.8	-4.5	1.2	-4.2	1.2	-14.1
10. COc1ccc(OC)c(N=C(C)C2=C(O)COC2=O)c1
→ 21.1	4.9	-4.1	-1.8	2.5	-40.9	-12.6	-1.2	1.1	1.1	0.4
11. CCCCCNc1nc(-c2ccccc2)nc(-n2ccnc2)n1
→ -1.3	-11.6	-15.2	-46.6	6.3	12.1	-4.8	-5.7	-7.1	8.8	0.6
12. CCCCCCCCCCCC1N=C(N)NC(CCCO)=C1C(=O)OC (stereo not drawn)
→ 11.4	10.9	-3.6	-8.2	39.0	11.1	63.3*	-3.1	7.1	19.8	26.3
13. CN(c1ccccc1)S(=O)(=O)c1cccc(NC(=O)Cc2n[nH]c(=O)c3ccccc23)c1
→ 8.0	8.6	-18.6	2.6	15.1	4.2	7.8	7.2	15.9	-3.0	16.2
14. COc1cc(OC)cc(C(=O)N[C@H](C(=O)OCC(N)=O)C(C)C)c1
→ 3.1	-19.6	2.0	-2.1	-4.8	17.5	-10.8	-3.2	3.4	15.9	6.2
15. CCC(=O)Nc1ccc(C(=O)CSc2nnc(-c3ccccc3F)n2CCc2ccccc2)cc1
→ 14.8	4.7	-9.9	-5.4	16.2	-3.5	6.7	10.1	16.4	5.0	12.7
16. NS(=O)(=O)c1ccc(NC(=S)NNC(=O)c2ccc(Br)o2)cc1
→ 8.8	-12.5	1.0	0.9	-1.2	-18.4	-5.5	3.5	-16.1	14.7	-11.6
17. Cc1cnc(C(=O)OCC(=O)Nc2cccc(S(=O)(=O)N3CCCCC3)c2)cn1
→ -13.6	-2.6	6.7	-25.9	-6.5	11.3	-1.3	-9.5	4.5	-3.9	17.6
18. O=C(O)C1CSC2(CCN(Cc3ccccc3)CC2)N1 (stereo not drawn)
→ -6.1	21.0	-10.7	-19.5	-20.2	-1.6	4.1	-6.5	3.9	7.2	-13.8
19. CCN1CCN(C(=O)c2ccc3c(c2)N(Cc2ccc(C)cc2)CCS3)CC1
→ -17.7	0.2	-7.6	9.7	-9.4	15.6	11.0	12.9	10.0	0.4	-0.8
20. O=C(Cn1ccc(NC(=O)OCc2ccccc2)nc1=O)NCCc1c[nH]c2ccccc12
→ 4.3	-9.8	17.5	-18.2	6.0	-5.4	5.4	1.0	-2.2	-20.0	-4.8
21. O=C1C=C(c2ccc3[nH]ccc3c2)CCC1
→ -97.0	-43.0	-6.2	-77.3	-28.9	-66.9	10.0	-12.0	-17.7	-82.0	-51.5
22. Cc1ccc(C)c(OC(=O)C2CSC3(C)CCC(=O)N23)c1C (stereo not drawn)
→ -4.4	9.7	9.1	-7.0	-17.7	3.6	-2.1	0.0	7.9	2.1	4.7
23. CC1(C)CC1C(=O)Nc1ccc([N+](=O)[O-])cc1Br (stereo not drawn)
→ 4.6	1.9	-3.6	-10.8	4.5	3.6	-5.9	-3.7	8.9	2.4	-16.0
24. Cn1c(SCc2cccc(C#N)c2)nc2ccccc2c1=O
→ 11.1	20.4	-6.4	10.6	32.2	6.4	8.7	5.2	31.1	7.0	33.1
25. CC(=O)c1ccc(S(=O)(=O)N2CCc3ccccc3C2)cc1
→ -8.3	8.8	3.3	-5.8	-0.1	11.2	-0.2	2.8	-0.7	-6.3	5.5
26. COc1ccc(/C=C/C(=O)O/N=C(\N)c2ccccn2)cc1OC
→ -117.6	-44.0	-17.3	-73.7	11.8	-61.1	11.5	-17.4	4.1	-83.6	-11.7
27. CCc1ccc(CN(C)C(=O)C2CCC(=O)N(CC3CCCCC3)C2)cc1 (stereo not drawn)
→ -22.5	9.1	-4.5	26.1	-10.2	-46.8	7.4	-4.5	-3.4	1.9	-16.1
28. C=CCN1C(=O)N(c2ccc(Cl)cc2)C(=O)C1CC(=O)Nc1ccc(F)cc1 (stereo not drawn)
→ 2.8	-8.4	2.7	18.8	38.1	3.1	-3.9	13.7	-8.9	-5.2	6.4
29. CN(O)C(=O)Nc1ccc([N+](=O)[O-])cc1
→ 9.7	3.3	0.1	-0.2	1.0	17.8	-0.1	2.1	0.4	13.6	10.4
30. Oc1ccc2ccccc2c1CN1CCCC1
→ 8.1	-7.4	1.8	-11.7	3.4	-5.0	-3.3	-1.4	16.7	2.6	-2.3
31. COc1cc2c(cc1OC)C(CSc1ccccc1C(=O)O)=NC(C)(C)C2
→ 3.4	-36.3	-15.2	0.5	-17.7	-21.7	-0.2	7.0	36.2	-7.4	2.6
32. CC1CCCCN1CCNC(=O)C1CCN(S(=O)(=O)c2cccc3nsnc23)CC1 (stereo not drawn)
→ -15.8	12.5	-2.5	3.5	1.3	1.7	-9.2	-0.9	3.5	22.2	18.3
33. Cc1cc(Cl)ccc1OCC(=O)NCC(=O)N/N=C/c1ccco1
→ -2.4	9.5	-13.7	-6.7	-26.3	1.8	-3.3	-6.7	8.3	9.6	1.2
34. O=C(Nc1ccc(NC(=S)NC(=O)C(c2ccccc2)c2ccccc2)cc1)c1ccccc1
→ 15.2	-0.3	3.0	-6.2	20.7	18.0	20.5	-1.6	11.7	-8.6	5.0
35. O=C(Nc1c(-c2ccccc2)nc2ccccn12)c1cccc(F)c1
→ -3.0	-7.0	-2.9	-5.8	-0.2	16.0	2.2	13.6	-11.5	-11.1	-5.4
36. Cc1cc(Cl)ccc1NC(=O)/N=C1/NC(=O)CS1
→ 11.7	4.2	16.1	-9.7	11.9	15.6	-13.1	.	-9.6	0.5	-2.6
37. CC(=O)c1sc(NC(=O)c2ccc(Br)o2)nc1C
→ -49.7	-36.1	21.7	-35.8	-2.2	-58.0	15.8	-7.1	-6.2	-42.5	-24.1
38. Cc1nc2sc(C(N)=O)c(N)c2c(C)c1CC(=O)c1ccccc1
→ -25.2	30.7	-5.8	38.4	19.4	33.7	-5.6	10.8	59.0*	29.5	18.0
39. O=C(CCCN1C(=O)c2cccc3cccc(c23)C1=O)N1CCN(Cc2ccc3c(c2)OCO3)CC1
→ 3.7	-5.7	-2.3	-6.7	1.0	-22.5	1.8	11.0	-25.5	-14.5	8.2
40. CCCn1c(N)c(C(=O)CN(C)CC(=O)Nc2ccc(C)cc2)c(=O)[nH]c1=O
→ -4.0	-3.7	-2.1	-52.1	-0.5	-7.8	-3.5	8.5	4.1	3.7	-3.0
41. CCOc1ccc(CCNC(=O)CCOc2cc(C)ccc2C)cc1OCC
→ -7.8	25.6	4.4	-18.8	-2.5	-3.3	14.7	-5.4	0.2	7.9	6.5
42. COc1cccc(-c2nc3ccc(O)cc3c(=O)o2)c1
→ 19.2	13.4	-12.4	-0.8	-1.2	-8.5	-1.6	0.4	9.2	-7.3	11.2
43. O=C(Nc1ccccc1)OC1CCC2CC1CCC2OC(=O)Nc1ccccc1 (stereo not drawn)
→ 3.8	13.9	-8.8	12.6	-2.6	5.2	12.0	10.5	11.2	-2.9	3.5
44. O=C(Nc1cccc2ccccc12)c1ccc2sc([C@@H]3O[C@H](CO)[C@@H](O)[C@H]3O)nc2c1
→ -52.1	-21.2	5.3	-22.4	-3.5	-46.0	-4.0	.	1.8	-46.5	-33.7

Some of these compounds in order of their number in TWEAK-Fn14 inh, falling.
# | Structure | TWEAK-Fn14 inh
40 | CCCn1c(N)c(C(=O)CN(C)CC(=O)Nc2ccc(C)cc2)c(=O)[nH]c1=O | -0.5
41 | CCOc1ccc(CCNC(=O)CCOc2cc(C)ccc2C)cc1OCC | -2.5
44 | O=C(Nc1cccc2ccccc12)c1ccc2sc([C@@H]3O[C@H](CO)[C@@H](O)[C@H]3O)nc2c1 | -3.5

Looked up above:
no. 40 – KKLEB cytotox = -2.1
no. 36 – KKLEB cytotox = 16.1
no. 37 – CF NFkB block = -6.2
